Source: PubChem (Broad Institute)
Statin myotox sup: suppressors of simvastatin-induced myotoxicity in C2C12 myotubes; ATP luminescence, 48 h; scaled: DMSO 0, geranylgeraniol control 100; actives 0.78% (n = 330,000); rescue of ATP level, % at 7.49 µM; AID 602340;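 active = mean ATP rescue above about 67%, or every replicate alone reaching that limit, limit read from the data, passing the limit was not always enough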;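 also: myotubes were challenged with 10 µM simvastatin during compound exposure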
Cneo AK release: Cryptococcus neoformans lysis via adenylate kinase release; actives 0.2% (n = 360,000); lysis activity, % at 15 µM; C. neoformans lysis, adenylate kinase release luminescence, 4 h; normalised: neutral wells 0, clomiphene wells 100;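 active = mean lysis activity across replicates of at least 80%, whatever share of replicates individually reach that level; inactive = mean lysis activity below 80%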
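Material: C. neoformans cells; Schedule: 4 h static compound exposure, 37 °C, read 1 h post-reagent; Measured by: adenylate kinase release luminescence; Read-out: signal increase indicating cell lysis; Controls: Clomiphene as positive lysis control.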
esBAF inh: blocks esBAF chromatin remodeling in mouse ES cells. AID 602393. Bmi1-luciferase knock-in reporter, 24 h; 100% = twice the neutral-well signal. actives 2% (n = 350,000). reporter increase, % at 12.5 µM; in the data active = activation above about 40%;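 also: 0% = median of the plate's neutral control wells and 100% = double that signal; a rise in the Bmi1 reporter signal indicates esBAF inhibition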
SIRT5 block: blocks human SIRT5 desuccinylation of peptide | Q9NXA8 | Purified SirT5, succinyl-peptide AMC, trypsin-coupled fluorescence | inhibition, % at 15 µM | actives 1.1% (n = 330,000) | AID 652115; in the data active = inhibition above about 15%
Target sequence (Q9NXA8 whole entry, looked up): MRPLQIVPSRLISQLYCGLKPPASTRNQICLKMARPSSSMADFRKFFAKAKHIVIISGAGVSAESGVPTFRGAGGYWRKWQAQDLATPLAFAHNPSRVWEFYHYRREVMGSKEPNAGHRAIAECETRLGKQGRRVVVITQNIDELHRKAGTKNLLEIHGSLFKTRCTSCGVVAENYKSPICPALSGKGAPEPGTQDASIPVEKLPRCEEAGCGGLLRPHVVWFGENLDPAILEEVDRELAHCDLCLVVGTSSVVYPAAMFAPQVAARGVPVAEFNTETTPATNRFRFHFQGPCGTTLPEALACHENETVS
ERp5 block: blocks human ERp5 reductase activity on insulin; Q15084; ERp5 insulin aggregation, absorbance 650 nm, 90 min; inhibition, % at 9.99 µM; actives 0.05% (n = 350,000);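 active = mean replicate inhibition above about 25%, with every replicate also reaching it, limit read from the data, passing the limit was not always enough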
Target sequence (Q15084 whole entry, looked up): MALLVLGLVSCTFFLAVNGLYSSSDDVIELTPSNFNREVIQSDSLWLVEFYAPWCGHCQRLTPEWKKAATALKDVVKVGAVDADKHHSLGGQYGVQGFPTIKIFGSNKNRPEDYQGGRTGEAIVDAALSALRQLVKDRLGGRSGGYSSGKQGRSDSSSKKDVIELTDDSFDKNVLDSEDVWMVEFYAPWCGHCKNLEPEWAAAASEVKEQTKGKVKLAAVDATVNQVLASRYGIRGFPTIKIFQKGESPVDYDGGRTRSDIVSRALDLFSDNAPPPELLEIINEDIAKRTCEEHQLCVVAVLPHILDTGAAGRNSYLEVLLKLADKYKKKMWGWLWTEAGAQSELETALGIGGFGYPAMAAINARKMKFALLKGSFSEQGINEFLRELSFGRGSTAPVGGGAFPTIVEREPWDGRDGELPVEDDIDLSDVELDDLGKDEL
ARNT-TACC3 inh: ARNT/TACC3 interaction disruption. actives 0.66% (n = 390,000). AID 623870. Q9Y6A5. inhibition, % at 9.99 µM. AlphaScreen His-ARNT PAS-B/GST-TACC3 binding, luminescence; TACC3 fragment carries E629A point mutation;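 active = mean inhibition of replicates at least 50% and at least half of replicates each reaching 50%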;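 also: 0% = complete ARNT plus TACC3 wells and 100% = ARNT alone without TACC3; many hits fall short of the cut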
miR122 inh: inhibitors of miR-122 in Huh7 cells. actives 0.3% (n = 340,000). AID 602342. Huh7 miR-122 Renilla luciferase sensor, 48 h; neutral wells = 0, positive control = 100. activation (reporter increase), % at 12.5 µM;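 active = mean replicate activation score at least 90 and every replicate individually at or above 90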;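 also: higher luciferase means less miR-122 activity so hits act as miR-122 inhibitors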
* marks the source's active call; other numbers are inactive results; · = not tested or not shown; [ ] = dose if it differs, or a comment.

1. C#CC[N+]1(CC#Cc2ccccc2)CCCC1
2. COc1ccc(-c2cccc(NS(=O)(=O)c3cc([N+](=O)[O-])c(C)c([N+](=O)[O-])c3)c2)nn1
3. O=C(COc1ccccc1Cl)N1CCN(c2ccccn2)CC1
4. Cn1cnc(S(=O)(=O)N[C@@H]2C=C[C@@H](CC(=O)N3CCN(c4ccccc4)CC3)O[C@@H]2CO)c1
5. COC(=O)Cc1ccc(NC(=S)NC(C)(C)C)cc1
6. C=CCSc1nc2c(c(=O)[nH]c(=O)n2C)n1C/C=C(/C)Cl
7. Cc1ccn(CCSCC(=O)O)n1
8. C[C@@H]1CN([C@@H](C)CO)C(=O)c2c(c3ccccc3n2C)-c2ccccc2CO[C@@H]1CN(C)Cc1cccnc1
9. COCC(=O)Nc1ccc2c(c1)C(=O)N(C)C[C@H](OC)[C@H](C)CN(C(=O)c1cccnc1)[C@@H](C)CO2
10. Cc1cn(CC(=O)NCCCc2ccccc2)c(=O)[nH]c1=O

Screen / compound no.	1	2	3	4	5	6	7	8	9	10
Statin myotox sup	-20	3	23	-15	·	41	1	-8	-2	1
Cneo AK release	4	1	·	60	·	-4	1	52	-1	-9
esBAF inh	6	6	-1	-4	·	1	-6	-2	-3	-1
SIRT5 block	·	-2	0	2	-4	·	·	6	1	-5
ERp5 block	·	3	-3	4	5	·	·	4	0	2
ARNT-TACC3 inh	1	-5	-8	-3	-3	-13	8	·	-11	-1
miR122 inh	·	23	·	·	·	0	-4	·	·	-3

Arranged by count of non-hydrogen atoms (highest first): part of the list above
4. Cn1cnc(S(=O)(=O)N[C@@H]2C=C[C@@H](CC(=O)N3CCN(c4ccccc4)CC3)O[C@@H]2CO)c1
10. Cc1cn(CC(=O)NCCCc2ccccc2)c(=O)[nH]c1=O
6. C=CCSc1nc2c(c(=O)[nH]c(=O)n2C)n1C/C=C(/C)Cl
1. C#CC[N+]1(CC#Cc2ccccc2)CCCC1

Screen / compound no.	4	10	6	1
Statin myotox sup	-15	1	41	-20
Cneo AK release	60	-9	-4	4
esBAF inh	-4	-1	1	6
SIRT5 block	2	-5	·	·
ERp5 block	4	2	·	·
ARNT-TACC3 inh	-3	-1	-13	1
miR122 inh	·	-3	0	·

Continuation:
11. Cc1ccc(C(=O)Nc2ccc(C(=O)N3CCCCC3)cc2)cc1
12. COc1cccc(NC(=O)CSc2ccc3nnc(CCNC(=O)c4ccccc4)n3n2)c1
13. CS(=O)(=O)c1ccc(C(=O)NC2CCCCC2)cc1
14. CCCCCCNC(=O)c1cc(S(=O)(=O)N2CCc3ccccc32)ccc1F
15. Cc1cc(C)c(S(=O)(=O)Nc2ccccn2)c(C)c1
16. COc1cc(/C=N/NC2=NC(C)(C)Cc3ccccc32)cc(OC)c1OC
17. O=[N+]([O-])c1cccc(N(CC(O)CN2CCCCC2)S(=O)(=O)c2ccccc2)c1 (stereo not drawn)
18. COc1ccc(CNC(=S)Nc2ccccc2F)cc1
19. C=CCn1c(=O)c2ccccc2n2nnc(C(=O)OCC)c12
20. CCN1CCN(Cc2nc3c(c(=O)n(C)c(=O)n3C)n2C(C)C(C)=O)CC1 (stereo not drawn)

Screen / compound no.	11	12	13	14	15	16	17	18	19	20
Statin myotox sup	9	·	0	-8	0	6	3	15	5	4
Cneo AK release	·	5	0	0	-8	·	-1	3	2	-1
esBAF inh	13	·	4	-3	-4	2	-11	10	4	-4
SIRT5 block	-4	-2	·	-2	0	-8	-3	-2	0	·
ERp5 block	5	0	·	-1	2	-4	1	1	5	·
ARNT-TACC3 inh	6	-2	-3	-9	-1	32	0	-7	·	28
miR122 inh	3	·	-1	-2	54	3	11	22	-6	-3

21. NS(=O)(=O)c1ccc(CCNCc2cc(Cl)ccc2OCc2ccccc2)cc1
22. Cc1cccc(CCNC(=O)C2CCC(=O)N(Cc3ccccc3F)C2)n1 (stereo not drawn)
23. O=C(O)CCc1ccc(-c2ccc(Br)cc2)n1-c1cccc(O)c1
24. Oc1ccc2ccc3[nH]cnc3c2c1
25. Nc1nc(-c2ccco2)nn1S(=O)(=O)c1ccc(Cl)cc1
26. Clc1ccc(OCc2nn3c(-c4ccco4)nnc3s2)cc1
27. Cc1ccnc(N/C=C/C(=O)c2ccc(Br)cc2)c1
28. COc1ccc(NC(=O)c2ccc(-c3c(C)noc3C)c3ccoc23)cn1
29. Cc1noc(C)c1S(=O)(=O)Nc1ccc2c(c1)CC(=O)N([C@H](C)CO)C[C@H](C)[C@@H](CN(C)C(=O)Nc1ccc(C(F)(F)F)cc1)O2
30. Cc1nn(C)cc1CNC(=O)Nc1ccc(Cl)cc1

Screen / compound no.	21	22	23	24	25	26	27	28	29	30
Statin myotox sup	-1	2	0	10	·	33	-1	-4	8	·
Cneo AK release	0	2	-3	1	·	7	-2	0	0	-2
esBAF inh	-4	9	73*	22	·	0	-4	5	7	·
SIRT5 block	-7	-3	5	0	-4	·	-2	0	-1	·
ERp5 block	4	2	3	2	-4	·	2	3	-14	·
ARNT-TACC3 inh	-2	0	-4	4	-2	-5	-2	·	18	-1
miR122 inh	·	2	1	·	·	-7	0	-7	0[16.7 µM]	-4

31. N#CCC(=O)Nc1ccc(C(=O)OCC(=O)C23CC4CC(CC(C4)C2)C3)cc1
32. O=C(COc1coc(CN2CCN(c3ccc(F)cc3)CC2)cc1=O)NCC1CCCO1 (stereo not drawn)
33. CCOC(=O)c1cc(-c2ccco2)nc2c1c(C)nn2CCC#N
34. CCOc1ccc(NC(=O)[C@@H]2CCCN2C(=O)c2cccs2)cc1S(=O)(=O)N1CCOCC1
35. O=C(CSCc1ccco1)c1cccs1
36. O=C(OCn1cncn1)c1ccc(Cl)cc1Cl
37. COC(=O)[C@@]1(C)[C@H]2C(=O)N(Cc3ccccc3)C(=O)[C@H]2[C@H]2CN=C(SCc3ccc(Cl)cc3)N21
38. C[C@@H]1CN([C@@H](C)CO)S(=O)(=O)c2ccc(C#CCN(C)C)cc2O[C@H]1CN(C)C
39. O=C(/C(=C/O)N=Nc1ccccc1)c1cccs1
40. O=C(C[C@@H]1C[C@@H]2c3cc(NC(=O)c4cccnc4)ccc3O[C@@H]2[C@H](CO)O1)NCc1ccccn1

Screen / compound no.	31	32	33	34	35	36	37	38	39	40
Statin myotox sup	-16	1	-7	-1	4	11	-6	2	·	-3
Cneo AK release	-1	0	4	-1	·	-1	1	1	·	5
esBAF inh	4	·	5	-6	32	-16	-5	2	·	-1
SIRT5 block	-1	2	·	-4	·	·	-3	-2	0	-4
ERp5 block	-2	-4	·	6	·	·	-1	2	3	-1
ARNT-TACC3 inh	-1	0	2	-8	3	-4	-3	-3	-3	7
miR122 inh	·	-3	-8	2	-18	-2	-5	5[16.7 µM]	·	1[16.7 µM]

41. COc1ccc(NS(=O)(=O)c2cccc(NC(=O)c3ccccn3)c2)cc1
42. CCOc1ccc(NC(=S)C(C#N)=C2N(C)c3ccccc3N2C)cc1
43. CCOc1cc(N2CCOCC2)c(OCC)cc1NC(=O)COC(=O)CCn1c(C)csc1=O
44. COC(=O)c1c(C)[nH]c(C(=O)/C=C/c2ccccc2F)c1C
45. O=C(NCCc1cccs1)C1CCC(=O)N(CCc2cccc(F)c2)C1 (stereo not drawn)
46. CCOC(=O)c1nc(C)c(C(C)=O)s1
47. O=C(CCc1nnc(C2CCCCC2)o1)NCc1cccc(-n2cccn2)c1
48. COc1ccc(OCC(=O)NS(=O)(=O)c2ccc(Cl)cc2)cc1
49. COCCn1c(SCC(=O)Nc2cccc(OC)c2)nnc1-c1ccccc1
50. CCNC(=O)C[C@@H]1CC[C@H]2[C@@H](COC[C@H](O)CN2C(=O)Nc2ccc3c(c2)OCO3)O1

Screen / compound no.	41	42	43	44	45	46	47	48	49	50
Statin myotox sup	9	5	5	8	15	10	-1	43	45	-5
Cneo AK release	-1	1	4	·	2	2	·	-1	-4	-4
esBAF inh	5	-9	·	-16	-5	1	4	0	10	4
SIRT5 block	-6	·	0	5	-4	-2	-3	1	0	2
ERp5 block	-5	1	1	5	2	1	-5	3	-8	10
ARNT-TACC3 inh	0	2	11	-3	-3	1	5	-1	30	3
miR122 inh	34	-6	-7	·	-8	·	1	2	2	6[16.7 µM]

Results in Statin myotox sup and SIRT5 block (3 entries from above):
item	structure	Statin myotox sup	SIRT5 block
6	C=CCSc1nc2c(c(=O)[nH]c(=O)n2C)n1C/C=C(/C)Cl	41	·
7	Cc1ccn(CCSCC(=O)O)n1	1	·
8	C[C@@H]1CN([C@@H](C)CO)C(=O)c2c(c3ccccc3n2C)-c2ccccc2CO[C@@H]1CN(C)Cc1cccnc1	-8	6

(list continues)
51. COc1ccc(N(CC(=O)NCc2ccco2)S(C)(=O)=O)cc1Cl
52. CCn1c(SCc2ccccc2)nc2cc(S(N)(=O)=O)ccc21
53. COc1ccc(C(=O)NC(=S)NCc2ccco2)cc1Br
54. COc1ccc([Si](C)(C)[C@@H]2[C@@H](CCn3cc(CCO)nn3)O[C@]3(C(=O)N(Cc4cccc(N5CCOC5=O)c4)c4ccccc43)[C@H]2C)cc1
55. CCOc1cccc(C(=O)NC(=S)Nc2ccc(N3CCCC3)cc2)c1
56. COc1ccc(-c2cc(C(=O)N3CCCCCC3)c3ccccc3n2)cc1OC
57. O=C(OCc1ccccn1)c1ccc(COc2ccccc2Cl)o1
58. CN(C)c1ncnc2c1ncn2C1CCCCO1 (stereo not drawn)
59. CCn1cc(CN2N=C(C)CC2c2ccccc2)c(C)n1 (stereo not drawn)
60. COc1cccc(NC(=O)C2CCN(S(=O)(=O)c3ccc4[nH]c(=O)ccc4c3)CC2)c1

Screen / compound no.	51	52	53	54	55	56	57	58	59	60
Statin myotox sup	7	22	-6	·	-36	18	-8	5	·	-13
Cneo AK release	-1	3	1	13	0	-1	-1	-4	3	-3
esBAF inh	-2	7	-12	·	-2	9	-1	·	1	-3
SIRT5 block	·	-2	-1	7	·	·	·	0	1	6
ERp5 block	·	1	-12	6	·	3	·	12	3	-7
ARNT-TACC3 inh	6	1	·	1	-13	·	-20	0	3	-2
miR122 inh	1	-3	·	·	9	2	1	1	·	·

2 entries from above in another layout.
Each structure is followed by: Statin myotox sup	Cneo AK release	esBAF inh	SIRT5 block	ERp5 block	ARNT-TACC3 inh	miR122 inh
34) CCOc1ccc(NC(=O)[C@@H]2CCCN2C(=O)c2cccs2)cc1S(=O)(=O)N1CCOCC1
  -1	-1	-6	-4	6	-8	2
35) O=C(CSCc1ccco1)c1cccs1
  4	·	32	·	·	3	-18

Remaining list, next part:
61. Cc1ccc(NCc2nc3ccccc3n2C)cc1C
62. COc1ccc(NC(=O)N(C)C[C@@H]2Oc3ncc(C#CC(C)C)cc3C(=O)N([C@@H](C)CO)C[C@H]2C)cc1
63. COC(=O)c1c(-c2ccccc2)c[nH]c1C
64. COc1ccc(CN(C)C[C@@H]2Oc3ccc(NS(=O)(=O)c4cccs4)cc3CC(=O)N([C@@H](C)CO)C[C@@H]2C)cc1
65. Cc1ccc(S(=O)(=O)Nc2ccc3c(c2)C(=O)N([C@H](C)CO)C[C@H](C)[C@H](CN(C)S(C)(=O)=O)O3)cc1
66. CC12CCCC[C@@H]1CCC1C2CCC2(C)C1CC[C@@]2(O)CNCCO (stereo partly drawn)
67. CCOc1ccc(C2CC(=O)NC(SC)=C2C#N)cc1 (stereo not drawn)
68. CCOC(=O)Nc1ccc2c(COC(=O)C(NS(=O)(=O)c3ccc(Cl)cc3)C(C)O)cc(=O)oc2c1 (stereo not drawn)
69. Cc1ccc(N2CC(NC(=O)C(=O)c3c(C)[nH]c4ccccc34)CC2=O)cc1 (stereo not drawn)

Screen / compound no.	61	62	63	64	65	66	67	68	69
Statin myotox sup	13	11	-6	2	·	3	-17	2	-22
Cneo AK release	-1	2	·	·	-1	-2	-1	-1	-1
esBAF inh	51*	0	51*	2	-1	-10	4	9	-3
SIRT5 block	4	3	-3	11	4	-3	-5	·	-2
ERp5 block	2	-2	·	3	-9	0	4	3	-3
ARNT-TACC3 inh	1	3	-2	·	-8	7	4	5	1
miR122 inh	·	-7[16.7 µM]	·	1[16.7 µM]	0[16.7 µM]	-7	-1	-8	4
